# AmpC detergent: blocks E. coli AmpC beta-lactamase in detergent assay. 370,000 compounds, 0.041% hits. P00811. Potency, µM (series often up to 114 µM), for the others: at the highest dose activity change, negative = inhibition, usual class: inhibitors. AmpC hydrolysis of nitrocefin, absorbance 480 nm, 0.01% Triton;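 also: potency is read from the fitted curve at half-maximal effect; 0% = no-compound wells and -100% = no-enzyme wells; nearly all actives have a fitted effect of over 25% in size; some results filed as inactive show a strong effect at the top dose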
# Target sequence (P00811 whole entry, looked up): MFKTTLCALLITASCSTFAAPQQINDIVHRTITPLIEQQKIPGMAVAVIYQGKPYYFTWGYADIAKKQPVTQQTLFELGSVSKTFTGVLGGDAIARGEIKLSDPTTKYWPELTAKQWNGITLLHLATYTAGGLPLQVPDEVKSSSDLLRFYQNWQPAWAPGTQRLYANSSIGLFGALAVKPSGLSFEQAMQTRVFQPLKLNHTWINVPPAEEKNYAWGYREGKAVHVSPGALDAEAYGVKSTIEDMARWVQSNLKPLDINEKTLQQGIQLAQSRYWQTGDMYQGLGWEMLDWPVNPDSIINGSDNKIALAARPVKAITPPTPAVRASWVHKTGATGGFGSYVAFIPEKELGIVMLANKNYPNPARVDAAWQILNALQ
#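 20 mM phosphate pH 7.0 + 0.01% (detergent screen) or 0.0001% Triton X-100; 5.3 nM AmpC reagent; cpd preinc 15 min RT; nitrocefin (800 uM stock) to start; A480 q20 s × 4 min; Activity was normalised to no-enzyme and no-compound control wells.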
# HCMV inh: inhibitors of human cytomegalovirus; 410,000 compounds, 4.5% hits; HFF cells, HCMV-luciferase reporter, 72 h; hits give low values; activity change, negative = inhibition, % at 57.5 µM; in the data active = activity change below about -60%; inconclusive = no clear call, values can overlap the other calls; inactive = above about -39%
#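 Compounds were evaluated in HFFs infected with an HCMV luciferase reporter virus (MOI 1 PFU/cell). Luciferase in lysates collected 72 h post infection served as the replication measure.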
# Sm TGR block: blocks Schistosoma mansoni thioredoxin glutathione reductase; Q962Y6; 360,000 compounds, 3% hits; Potency, µM (series often up to 114 µM), without a hit: top-dose activity change, negative = inhibition, actives largely listed as inhibitors; purified TGR, DTNB reduction, TNB absorbance 405 nm; also: potency is read from the fitted curve at half-maximal effect; nearly all actives have a fitted effect of over 60% in size
#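 TGR 20 nM + NADPH 100 uM (dispensed conc.), cpd preinc 15 min RT; start with NADPH (500 uM addition) then DTNB (15 mM addition). Kinetic TNB absorbance, 405 nm filter. Four-parameter Hill fit across titration.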
# AMA1 RON2 block: disrupts binding of P. falciparum AMA1 to RON2; 360,000 compounds, 0.2% hits; Potency, µM (titrated, usually from 58.2 µM), without a hit: at the top dose activity change, negative = inhibition, usual class: inhibitors; AlphaScreen AMA1-biotinylated RON2 peptide binding;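 also: potency is read from the fitted curve at half-maximal effect; 0% = vehicle wells and -100% = peptide control; nearly all actives have a fitted effect of over 45% in size; some results filed as inactive show a strong effect at the top dose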
#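 AMA1 (3D7) with his tag at 25 nM final met compounds first, then biotinylated RON2 peptide at 25 nM; detection used donor plus acceptor beads, 10 µg/mL apiece, read by AlphaScreen after 30 min at room temperature.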
# AmpC inh no detg: AmpC beta-lactamase inhibition without detergent. P00811. 330,000 compounds, 0.52% hits. Potency, µM (top dose mostly 57.1 µM), without a hit: top-dose activity change, negative = inhibition, hits mostly inhibitors. AmpC nitrocefin hydrolysis, absorbance 480 nm, 0.0001% Triton;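 also: potency is read from the fitted curve at half-maximal effect; plate controls were no compound for no effect and no enzyme for full effect; nearly all actives have a fitted effect of over 20% in size; some results filed as inactive show a strong effect at the top dose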
#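 AmpC (5.3 nM in the dispensed reagent) in 20 mM phosphate pH 7.0 with 0.01% (detergent screen) or 0.0001% Triton X-100 was preincubated with compounds for 15 min at room temperature. Nitrocefin was then added from an 800 uM solution, and hydrolysis was followed at 480 nm.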
# FBPA Giardia inh: inhibitors of Giardia lamblia fructose-1,6-bisphosphate aldolase; Potency, µM (doses to about 59.6 µM), for inactives: top-dose activity, negative = inhibition, usual class: inhibitors; 290,000 compounds, 0.71% hits; purified Giardia FBPA; A8B2U2; also: potency is read from the fitted curve at half-maximal effect; nearly all actives have a fitted effect of over 55% in size
# Target sequence (A8B2U2 whole entry, looked up): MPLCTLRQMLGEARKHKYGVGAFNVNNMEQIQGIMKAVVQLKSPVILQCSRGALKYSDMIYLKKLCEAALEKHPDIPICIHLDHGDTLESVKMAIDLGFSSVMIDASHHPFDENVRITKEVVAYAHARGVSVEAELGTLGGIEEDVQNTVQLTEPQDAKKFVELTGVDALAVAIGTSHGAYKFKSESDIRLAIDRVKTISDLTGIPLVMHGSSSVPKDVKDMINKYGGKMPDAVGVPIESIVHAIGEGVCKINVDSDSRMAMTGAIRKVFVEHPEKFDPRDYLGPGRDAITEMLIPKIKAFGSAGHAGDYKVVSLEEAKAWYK
#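 Giardia FBPA (40 nM reagent) was preincubated 10 min at RT with compound (up to 57.5 uM final), then substrate plus GAPDH/TPI/NAD/arsenate coupling system with diaphorase/resazurin was added; resorufin fluorescence (525/598 nm) was read after 20 min.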
# Starred values were filed as active, the others as inactive; u = inconclusive; x = not tested or not shown; [ ] = remark or other dose. Unless noted, calls follow the shape of the dose curve; as a rule, active = well fitted curve in the direction sought with a large enough effect; inconclusive = small, poorly fitted or top-dose-only effect, or another doubt; inactive = no such curve, though single readings can be large; an effect the other way counts as inactive or inconclusive. Unless noted, % is scaled to controls: 0 for no effect and ±100 for the full control effect.
smiles,AmpC detergent,HCMV inh,Sm TGR block,AMA1 RON2 block,AmpC inh no detg,FBPA Giardia inh
Cc1ccc(S(=O)(=O)CCC(=O)OCC(=O)N2CCN(S(=O)(=O)c3ccccc3)CC2)cc1,-0.7%,-24.5,-0.7%,-14.6%,-11.0%,x
CC(C)[C@@H](C(=O)NCC1CCC(C(=O)O)CC1)n1nnc2ccccc2c1=O (some centres undefined),-15.0%,22.8,-25.4%,-14.4%,-14.5%,1.1%
Cc1nc(NC2=NC(C(=O)Nc3ccc(Cl)cc3)CC(=O)N2)nc2ccccc12 (centres undefined),-9.9%,x,-4.6%,x,0.2%,14.0%
O=C(NCc1ccco1)c1cc2sccc2n1Cc1ccc(F)cc1,4.1%,-1.7,-20.7%,-14.3%,-44.7%,-10.2%
COc1ccc(Cl)cc1NC(=O)CN1CCN(S(=O)(=O)N2CCCCC2)CC1,2.0%,9.3,-0.1%,-3.6%,0.3%,1.9%
COc1ccccc1C(=O)Oc1cc(N)n(S(=O)(=O)c2ccccc2)n1,-2.0%,-17.3,u,-2.2%,-22.5%,-6.4%
CC(C)NC(=O)CCc1nnc(Cc2cccc(C(F)(F)F)c2)o1,6.5%,12.8,3.9%,-2.2%,-6.1%,3.0%
COc1ccc(COC(=O)C2CC(=O)N(Cc3ccc(C)cc3)C2)cc1 (centres undefined),5.3%,x,u,-10.2%,74.3%[activator],x
O=C(O)C1C2C=CC(O2)C1C(=O)Nc1cccc(C(F)(F)F)c1 (centres undefined),u,31.1,100µM*,-6.1%,-9.5%,-1.7%
O=C(c1ccc(C(F)(F)F)cc1)N1CCCCC1,4.6%,11.6,3.2%,-6.9%,0.0%,4.7%
Cc1ccccc1NC(=O)CSc1nc(-c2ccccc2C)nc2cc(=O)[nH]n12,0.7%,-3.2,9.4%,x,x,x
Cc1cc(NC(=O)c2cccs2)n(-c2ccccc2)n1,5.0%,-26.3,1.3%,8.0%,-6.0%,3.6%
CCOC(=O)CSc1nnc(NC(=O)c2cccc([N+](=O)[O-])c2C)s1,8.0%,-33.2,3.6%,15.3%[2.32 µM],-13.9%,-3.3%
CCCCCCCCCCCCS[C@H]1CS(=O)(=O)C[C@@H]1O,6.8%,-9.8,-2.9%,20.0%,26.2%,-7.0%
Cc1cc(C)n(-c2ccc(C(=O)O)cc2)n1,-2.2%,-29.2,1.3%,-10.2%,-16.2%,5.7%
COc1ccc(NC(=O)C(Cc2ccccc2)NC(=O)c2ccco2)cc1OC (centres undefined),-3.4%,55.8,-18.9%,-3.5%,x,-3.0%
CCOC(=O)CC1C(=O)NCCN1C(=O)c1ccc(Cl)cc1Cl (centres undefined),-12.3%,21.6,11.2%,3.1%,-18.6%,9.7%
O=C(N/N=C\c1cccc(OC(=O)c2ccco2)c1)c1ccc2c(c1)OCO2,-3.1%,15.8,-16.7%,2.6%,-45.2%,-2.9%
CCCNC(=O)N1CCN(S(=O)(=O)c2ccc(C)cc2)CC1,-8.1%,12.0,-1.3%,33.4%,-0.8%,9.2%
CCNS(=O)(=O)c1ccc(NC(=O)CC(C)c2ccccc2)cc1 (centres undefined),u,u,11.6%,12.6%,-21.7%,-1.0%

# By substructure, the entries above containing an aryl thioether with sulfur outside any ring (2)
smiles,AmpC detergent,HCMV inh,Sm TGR block,AMA1 RON2 block,AmpC inh no detg,FBPA Giardia inh
Cc1ccccc1NC(=O)CSc1nc(-c2ccccc2C)nc2cc(=O)[nH]n12,0.7%,-3.2,9.4%,x,x,x
CCOC(=O)CSc1nnc(NC(=O)c2cccc([N+](=O)[O-])c2C)s1,8.0%,-33.2,3.6%,15.3%[2.32 µM],-13.9%,-3.3%

# One compound at a time, as listed above. Screens in order: AmpC detergent	HCMV inh	Sm TGR block	AMA1 RON2 block	AmpC inh no detg	FBPA Giardia inh
# COc1ccc(NC(=O)C(Cc2ccccc2)NC(=O)c2ccco2)cc1OC (centres undefined) as listed: -3.4%	55.8	-18.9%	-3.5%	x	-3.0%
# CCCNC(=O)N1CCN(S(=O)(=O)c2ccc(C)cc2)CC1 as listed: -8.1%	12.0	-1.3%	33.4%	-0.8%	9.2%

# (more compounds)
smiles,AmpC detergent,HCMV inh,Sm TGR block,AMA1 RON2 block,AmpC inh no detg,FBPA Giardia inh
O=C(Oc1ccc(OC(=O)N2CCCCC2)cc1)N1CCCCC1,-8.4%,x,0.0%[57.1 µM],x,-18.0%,3.5%
COc1ccc(C(=O)Nc2cc(OC)cc(OC)c2)cc1,-13.3%,79.9,6.6%,-8.0%,-25.5%,-14.5%
c1ccc(-c2cc3c(nn2)CCc2nonc2-3)cc1,9.9%,-24.8,-3.2%,-2.8%,-0.3%,8.6%
Cc1ccc(C(=O)NC(=S)Nc2ccccc2C(F)(F)F)c(C)c1,-0.6%,22.1,-19.9%,-10.2%,-24.7%,0.0%
Cc1ccc(NC(=O)C2CCN(S(=O)(=O)c3c(C)[nH]c(=O)[nH]c3=O)CC2)cc1,1.3%,-23.9,1.5%,7.4%,u,-0.2%
COc1ccc(-n2c(SCC(=O)NCC3CCCO3)nc3c(c2=O)SC(C)C3)cc1 (centres undefined),-9.0%,-4.6,2.7%,-13.0%,7.5%,-1.4%
CSCC[C@H](NC(=O)Nc1cccc(Br)c1)C(=O)O,1.7%,8.6,16.6%,-7.4%,-7.2%,5.6%
O=C1NC[C@@H](Cc2cccc3ccccc23)N(CCCCC2CCCCC2)C1=O,-13.4%,46.9,-1.8%,-2.6%,-13.1%,x
O=S(=O)(Nc1ccc(-n2cnnn2)cc1)c1ccc(Cl)s1,x,14.2,x,-1.5%,-17.0%,x
O=C(COC(=O)/C=C/c1cccc(F)c1)Nc1ccc(Cl)cn1,3.1%,-30.2,8.6%,5.3%,-37.3%,0.4%
Cc1ccc(/C=N/NC(=O)c2ccncc2)s1,0.8%,u,-0.5%,21.7%,-10.3%,-5.2%
O=C(O)c1[nH]c2ccccc2c1C(c1ccccc1)c1c(C(=O)O)[nH]c2ccccc12,6.0%,69.9,15.9%,-15.0%,-21.2%,24.8%
CCOc1ccc(NC(=O)c2ccccc2NC(=O)CN(C)CC(=O)Nc2ccc(C)cc2)cc1,-10.8%,-34.1,-16.6%,3.3%,57.4%,-6.0%
CC12CCC(C(=O)N(NC(=O)c3cccnc3)C1=O)C2(C)C (centres undefined),u,-7.6,5.6%,8.0%,-12.0%,2.8%
Cc1ccc(C(C)C)c(OCCCn2c(=O)oc3ccc(C)cc32)c1,15.5%,-16.9,11.2%,x,x,x
O=C(Nc1cccc(Br)c1)c1ccccc1-c1ccccc1,1.2%,u,-2.4%,-6.8%,-17.0%,-2.4%
CCC1CCC(C(=O)NC(C(=O)Nc2cccc(OC)c2)C(C)C)CC1 (centres undefined),10.2%,10.8,6.9%,x,x,x
CCn1ccc2cc(S(=O)(=O)N3CCC(C(=O)NCCOC)CC3)ccc21,17.8%,2.8,u,x,x,x
CCOC(=O)C1=C(c2ccccc2)Nc2ncnn2C1c1cccc(O)c1 (centres undefined),-1.1%,-12.1,-12.4%,1.4%,-4.7%,-5.7%
Cc1ccc2oc(=O)c3cnn(CC(=O)Nc4ccccc4N4CCN(C)CC4)c3c2c1,-13.5%,u,3.1%,-1.0%,22.5%,5.5%
CC(NC(=O)COc1ccccc1)C(=O)N1CCN(c2ccc(F)cc2)CC1 (centres undefined),x,u,x,4.1%[11.6 µM],77.3%[activator],x
COc1ccc(Br)cc1/C=C/c1ccc2cccc(O)c2n1,-3.1%,4.0,4.6%,72.2%[activator],-27.4%,18.8%
COc1cc(NC(=O)c2ncn(-c3ccccc3)n2)cc(OC)c1,8.4%,-21.8,-3.3%,x,x,x
Cc1ccc(-n2ncc3c(NC4CCCCCC4)ncnc32)cc1Cl,-1.3%,12.8,12.6%,x,x,x
COC(=O)C(NC(=O)c1ccccc1)=C1C=C(C)OC(C)=C1,-0.6%,-34.5,0.0%,-10.5%,-0.2%,4.7%
CCOC(=O)/C=C1\NC(=O)C(C)S1 (centres undefined),0.9%,13.3,0.1%,14.0%,-2.6%,-1.5%
COC(=O)C1=C(CSc2nccn2C)NC(=O)NC1c1cc(C)ccc1C (centres undefined),-5.6%,22.9,0.3%,-0.4%,-9.8%,-5.0%
COc1ccc(C(F)(F)F)cc1N/C=C\c1nnnn1-c1ccccc1,-7.7%,9.8,u,4.3%,-25.3%,-3.8%
CCOc1ccc(N2C(=O)CC(SCCN)C2=O)cc1 (centres undefined),u,28.0,u,u,-2.1%,-23.7%
Cc1cc(C)cc(OCCCOc2cccc3cccnc23)c1,-1.4%,2.8,0.0%,3.1%,44.9%,-3.7%
CCn1ccnc1CN1CCCC(C(=O)c2cc(Cl)ccc2OC)C1 (centres undefined),-2.9%,-5.5,10.5%,-0.6%,5.2%,-2.6%
Cc1cc(=O)oc2ccc(OCC(=O)N3CCC(C)CC3)cc12,u,55.7,17.8µM*,-3.5%,1.2%,3.9%
Cc1c(O)c(S(=O)(=O)c2ccccc2)c(=O)n(-c2ccccc2)c1-c1ccccc1,-4.6%,55.2,-19.7%,13.9%,-27.5%,19.1%
O=C(CCC(=O)NCCCc1ccccc1)NCCCc1ccccc1,13.3%,25.4,5.4%,-1.2%,56.9%,35.7%
COc1ccc(/C=C/C(=O)CC(O)(c2ccccc2)C(F)(F)F)cc1 (centres undefined),-8.7%,-100.4*,-31.5%,-11.6%,-22.4%,3.6%
Cc1cc(C)n(C(=O)c2ccc([N+](=O)[O-])cc2[N+](=O)[O-])n1,-7.2%,-23.0,-10.5%,-13.8%[2.32 µM],-10.3%,-15.4%
CCC(C)(C)C1CCc2[nH]nc(C(=O)NCCCNC(=O)OC(C)(C)C)c2C1 (centres undefined),-9.4%,-11.5,-1.9%,9.1%,-12.0%,x
COc1ccccc1CNC(=O)C1CC(c2ccccc2[N+](=O)[O-])=NO1 (centres undefined),-7.0%,85.5,8.6%,8.4%,-14.1%,-0.9%
O=C1C(NS(=O)(=O)c2ccccc2)=C(N2CCN(c3ccc(F)cc3)CC2)C(=O)c2ccccc21,0.0%,-39.8,u,17.8µM*,-14.9%,u
COc1ccccc1CCC(=O)OCC(=O)N1c2ccccc2NC(=O)C1(C)C,4.0%,-25.1,-3.1%,-5.2%,-17.3%,x
O=C(COc1ccc(Cl)cc1Cl)NC(=S)Nc1ccccc1C(=O)O,2.7%,x,1.7%,x,-16.5%,-4.8%
CC(CC(=O)N(C)CC(=O)Nc1ccc(N2CCOCC2)cc1)c1ccccc1 (centres undefined),-12.5%,-5.1,-4.1%,-5.2%,-3.7%,x
CC(C)Cn1c(N)c(C(=O)COC(=O)CCNS(=O)(=O)c2ccccc2)c(=O)n(C)c1=O,6.0%,-27.8,-1.7%,-4.2%,4.7%,x
